# Screening results deposited in PubChem BioAssay by National Center for Advancing Translational Sciences (NCATS).
# MmCpn inh: Inhibitors of TCP-1 ring complex (TRiC) of Methanococcus maripaludis (MmCpn): qHTS; Chaperonin Mm-Cpn (Methanococcus maripaludis); purified Mm-Cpn ATPase, ADP Transcreener TR-FRET; Potency, µM (series often up to 76.9 µM), inactives show at the highest dose activity, negative = inhibition, hits mostly inhibitors; 330,000 compounds, 0.031% hits; AID 504842, 2011; further: potency means the concentration at half of the fitted maximal effect; on the % scale 0 is the no-effect control and ±100 the full control effect; nearly all actives have a fitted effect of over 80% in size
#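 Purified archaeal Mm-CPN (25nM final) preincubated 10 min at 37degC with compound, then 10uM ATP for 30 min at 37degC; ADP measured by HTRF Transcreener TR-FRET; buffer 30 mM TRIS pH 7.4, 100mM KCl, 5mM MgCl2, 1mM DTT.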
# PTHR1 ag: qHTS for PTHR1 Agonists: Primary Screen; HEK293 GP2 PTHR1 cells, GloSensor cAMP luminescence, 1 h; Potency, µM (series often up to 115 µM), without a hit: top-dose activation, hits mostly activators; 410,000 compounds, 0.075% hits; AID 743266, 2014; further: potency means the concentration at half of the fitted maximal effect; nearly all actives have a fitted effect of over 55% in size; some results filed as inactive show a strong effect at the top dose; inactives centre near -15; many of its hits are not listed in these tables
# Target sequence (Q03431 whole entry, looked up): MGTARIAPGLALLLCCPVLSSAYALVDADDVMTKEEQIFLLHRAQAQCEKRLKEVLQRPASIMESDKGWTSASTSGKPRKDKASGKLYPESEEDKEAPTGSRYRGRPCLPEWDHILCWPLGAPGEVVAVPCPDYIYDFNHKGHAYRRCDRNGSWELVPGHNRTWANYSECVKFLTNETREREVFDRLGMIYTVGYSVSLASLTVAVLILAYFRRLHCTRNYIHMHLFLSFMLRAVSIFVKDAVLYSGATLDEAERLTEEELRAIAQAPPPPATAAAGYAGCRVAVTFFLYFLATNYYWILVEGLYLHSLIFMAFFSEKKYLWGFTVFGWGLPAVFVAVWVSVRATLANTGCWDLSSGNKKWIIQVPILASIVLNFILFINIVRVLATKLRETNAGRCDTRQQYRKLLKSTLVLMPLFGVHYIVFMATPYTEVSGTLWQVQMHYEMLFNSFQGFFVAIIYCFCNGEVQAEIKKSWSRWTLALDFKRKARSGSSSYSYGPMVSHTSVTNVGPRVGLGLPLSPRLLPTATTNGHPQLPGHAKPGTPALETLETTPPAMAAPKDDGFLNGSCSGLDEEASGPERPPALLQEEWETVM
#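 HEK-293-derived GP2 cells expressing PTHR1 and a GloSensor cAMP reporter, 3,000/well, plated overnight, given luciferin plus IBMX (each 0.5 mM as added) for 1 h at 37 °C, then compound for 1 h at 37 °C. Luminescence was read after 15 min at room temperature.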
# EPAC2 ag: qHTS for Agonist of cAMP-regulated guanine nucleotide exchange factor 4 (EPAC2): primary screen. Potency, µM (titrated, usually from 154 µM), without a hit: at the highest dose activation, most hits filed as activators. Rap guanine nucleotide exchange factor 4 (Homo sapiens), Q8WZA2. 360,000 compounds, 0.079% hits. EPAC2 activation, biochemical qHTS; response scale: 100% = 6.5 mM cAMP response. AID 720711, 2013; further: potency means the concentration at half of the fitted maximal effect; nearly all actives have a fitted effect of over 50% in size
#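 Nucleotide exchange monitored as fluorescence drop when BODIPY-GDP leaves Rap1B. Reaction: 100 nM EPAC2, 250 nM RAP1B-BODIPY-GDP, 50 uM GDP, room temperature, kinetic read over 30 min. Activity expressed relative to 6.5 mM cAMP.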
# pAkt inh: HTS Assay for Inhibitors of Akt Phophorylation: Primary Screen; Neuro2A IGF-stimulated pAkt S473 HTRF, 20 min; active compounds read low; AID 651550, 2012; 360,000 compounds, 0.32% hits; activity change, % for hits at 50 µM; in the data active means activity change below about -80%; inconclusive means mostly about -51% to -80%; further: on the % scale 0 is the no-effect control and ±100 the full control effect
#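 Neuro2A cells (4,500/well, DMEM with 0.5% FBS) were treated with compound at a single 50 µM final concentration, stimulated with 6 nM IGF for 20 min at 37 °C, and lysed. Phospho-Akt Ser473 was read by HTRF as 665/615 ratio ×10^4.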
# D3 ag: qHTS of D3 Dopamine Receptor Agonist: qHTS | D(3) dopamine receptor (Homo sapiens), P35462 | D3R DiscoveRx beta-arrestin cells, luminescence, 90 min | max activation, % | 410,000 compounds, 0.58% hits | AID 652048, 2013; in the data active means max activation above about 30%; further: 0% is about no effect; mostly tested at two doses, the higher about 12 µM
# Target sequence (P35462 whole entry, looked up): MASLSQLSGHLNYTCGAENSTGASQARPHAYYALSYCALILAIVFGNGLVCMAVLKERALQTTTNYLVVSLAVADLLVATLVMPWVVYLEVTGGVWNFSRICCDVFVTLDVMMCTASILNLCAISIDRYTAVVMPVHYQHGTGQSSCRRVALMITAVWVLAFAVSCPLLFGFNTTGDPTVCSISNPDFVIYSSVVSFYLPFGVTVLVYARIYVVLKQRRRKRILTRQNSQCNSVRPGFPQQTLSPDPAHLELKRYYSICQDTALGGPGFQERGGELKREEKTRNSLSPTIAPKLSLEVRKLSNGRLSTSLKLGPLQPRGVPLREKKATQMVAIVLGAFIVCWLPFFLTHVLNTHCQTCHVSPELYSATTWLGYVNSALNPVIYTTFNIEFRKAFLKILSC
#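 Agonist-mode cell screen: cells plated at 1500/well and incubated overnight at 37 °C, then exposed to library compounds for 90 min at 37 °C. Detection reagent was added for 30–60 min at room temperature, and luminescence was read.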
# D3 antag: qHTS of D3 Dopamine Receptor Antagonist: qHTS | D(3) dopamine receptor (Homo sapiens), P35462 | D3R cells, DiscoveRx beta-arrestin luminescence, antagonist mode; active compounds read low | max response, negative = inhibition, % | 360,000 compounds, 2.5% hits; in the data active means max response below about -50%; inconclusive means no clear call, values can overlap the other calls; further: on the % scale 0 is the no-effect control and ±100 the full control effect; mostly tested at two doses, the higher about 12 µM
#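 Cells expressing the human receptor were seeded at 1500 cells/well, incubated overnight at 37 degrees C in 5% CO2, then exposed to library compounds with dopamine controls for 90 minutes at 37 degrees C before luminescent detection.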
# EPAC2 antagonist: qHTS for Antagonist of cAMP-regulated guanine nucleotide exchange factor 2 (EPAC2): primary screen; Rap guanine nucleotide exchange factor 4 (Homo sapiens), Q8WZA2; EPAC2 GEF exchange of Rap1B-BODIPY-GDP, fluorescence; Potency, µM (top dose mostly 114 µM), for the others: at the top dose activity, negative = inhibition, usual class: inhibitors; 360,000 compounds, 0.18% hits; AID 720708, 2013; further: potency means the concentration at half of the fitted maximal effect; on the % scale 0 is the no-effect control and ±100 the full control effect; nearly all actives have a fitted effect of over 45% in size; many of its hits are not listed in these tables
# CCT chaperon mod: High-Throughput Screening for Modulators of Cytosolic Chaperonin Activity; 360,000 compounds, 0.3% hits; activity change, % (no concentration beside the values), hits read low; purified chaperonin ATPase assay, HTRF ADP detection, 30 min; in the data active means activity change below about -30%; further: on the % scale 0 is the no-effect control and ±100 the full control effect
#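 TRiC at 40 or 20 nM final (batch-dependent) in 30 mM Tris pH 7.4, 100 mM KCl, 5 mM MgCl2, 1 mM DTT, with compound at single 76 uM and 10 uM ATP, 30 min at 37 deg C. ADP detected by HTRF Transcreener, 665/615 ratio.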
# Numbers without * were called inactive; i = inactive; ? = inconclusive; / = not tested or not shown; [ ] = dose if it differs, or a comment. Unless noted, the call rests on the fitted dose curve; in most records, active means well fitted curve in the direction sought with a large enough effect; inconclusive means small, poorly fitted or top-dose-only effect, or another doubt; inactive means no such curve, though single readings can be large; an effect the other way counts as inactive or inconclusive.
Molecule,MmCpn inh,PTHR1 ag,EPAC2 ag,pAkt inh,D3 ag,D3 antag,EPAC2 antagonist,CCT chaperon mod
CC(=O)N1C(=O)C2(C(C#N)=C(N)Oc3cc(C)oc(=O)c32)c2ccccc21 (stereo not given),1%,-20%[57.5 µM],3%,i,-4,-12,3%,0.1
Cc1ccc(N2C(=O)C3C4C=CC(CNC(=S)Nc5ccc(F)cc5)(O4)C3C2=O)cc1 (stereo not given),-4%,-11%,11%,i,0,-4,-2%,-0.9
COc1ccc(C(=O)N2CCC2(C)C(=O)NC(C)C)c(OC)c1 (stereo not given),/,i,-1%,i,6,13,-2%,0.4
Cc1ccc(C(=O)Nc2ccc(Cl)cn2)cc1,1%,-15%[57.5 µM],4%,i,-13,6,8%,1.4
CCOc1nc(-c2ccc(OC)cc2)ccc1-c1noc(-c2cc(OC)c(OC)c(OC)c2)n1,-3%,-20%,14%,i,5,13,-5%,1.3
O=C(NCc1ccccn1)C1CCCN(S(=O)(=O)c2ccccc2)C1 (stereo not given),1%,-9%[57.5 µM],7%,i,-5,-12,17%,1.1
C=CCNc1ncnc2c1ncn2C1OC(CO)C(O)C1O (stereo not given),-1%,i,3%,i,-1,3,-2%,-0.4
Cc1ccc(NC(=O)c2ccc(CN3CCc4ccccc4C3)cc2)cc1,2%,-39%[inhibitor],6%,i,-11,-85*,-2%,-17
C=CCN1c2ccccc2[C@]23C[C@@H](C(=O)OC)N(C(=O)c4cccs4)C2=NC(C(=O)OC)=C(C(=O)OC)[C@H]13,-1%,-38%[inhibitor],9%,i,-1,3,-2%,-3.2
O=C(c1ccncc1)N1c2ccccc2Sc2ccccc21,3%,-50%,4%,i,-1,29,-6%,2.3
CC(C)[C@H](NC(=O)c1ccco1)C(=O)OCC(=O)NC12CC3CC(CC(C3)C1)C2,-2%,-7%,0%,i,2,3,-3%,-0.4
CCOC(=O)c1ccc(NC(=S)NC(=O)C2CCCC2)cc1,1%,-15%,0%,i,-1,9,-16%,0.0
COc1ccc(NC(=S)NNC(=O)c2cccnc2)cc1OC,-1%,i,11%,i,3,-12,-2%,-1.3
N#C/C(=C(/O)COC(=O)COc1ccc(Cl)cc1)c1nc2ccccc2[nH]1,-7%,i,4%,i,4,7,16%,2.1
O=S(=O)(c1c(F)cccc1F)N(CCc1ccc(F)cc1)C[C@@H](O)COCc1ccccc1,/,-30%[inhibitor],4%,i,4,47,-12%,-4.9
COc1ccc(C(=O)NCCc2c[nH]c3ccccc23)cc1S(=O)(=O)N1CCCCC1C (stereo not given),-2%,-6%,17%,i,-3,26,-2%,-3.4
COc1ccc(C2CC(C(F)(F)F)n3ncc(C(=O)Nc4cccc(O)c4)c3N2)cc1OC (stereo not given),-1%,-11%,-2%,i,1,2,2%,-2.4
COc1ccc(NC(=O)c2cc(-c3cc(C)cs3)[nH]n2)cc1OC,/,-21%,-9%,i,5,-22,-3%,1.0
COCCNC(=S)Nc1ccccn1,-1%,-14%,7%,i,9,6,3%,0.0
Cc1ccc(-c2nnc(N3CCN(C(=O)CN4C(=O)c5ccccc5C4=O)CC3)c3ccccc23)cc1,/,i,-1%,?,-3,22,-1%,-4.2
COc1ccc(/C=C2/SC(=S)N(CCCC(=O)N3CCN(C)CC3)C2=O)cc1,-2%,i,4%,i,3,6,2%,-2.2
COc1ccc(-c2cnn3c4c(c(C)nc23)CCN4C2CCCC2)cc1OC,-2%,-1%,-3%,i,3,9,-2%,-1.4
COc1cccc(-c2nc(-c3ccc(NC(=O)c4cccnc4)cc3)no2)c1,-3%,-15%,4%,i,6,121,-3%,1.0
CCc1nnc(SCc2ccc(OC(C)C)cc2)n1N,1%,i,13%,i,3,0,11%,0.0
O=C(Nc1ccc(O)c2c(=O)cc(-c3ccccc3Cl)oc12)c1cccs1,0%,i,5%,i,4,2,-12%,0.0
CCOC(=O)C1CCN(CC(=O)NC(=O)NC2CCCCC2)CC1,-1%,-12%,-3%,i,3,-8,-4%,-2.5
O=C(O)c1ccc([N+](=O)[O-])cc1Sc1ccsc1,/,-14%,2%,i,-8,-57*,5%,-2.9
COc1cccc(-c2csc(N3CCN(S(=O)(=O)c4ccc(F)cc4)CC3)n2)c1,-15%,-5%[57.5 µM],5%,i,22,13,10%,1.2
CCN(CC)c1ccc(NC(=O)c2ccccc2F)cc1,0%,-8%[57.5 µM],6%,i,-2,11,1%,0.4
CCCCCC1CCC(c2ccc(/C(N)=N/O)cc2)CC1 (stereo not given),?,i,-9%,i,25,36,2%,-2.7
O=C(Cc1c(F)cccc1Cl)N1CCN(S(=O)(=O)c2cccc(F)c2)CC1,1%,i,-6%,i,3,13,-12%,-0.5
O=C1Nc2ccccc2C1Cc1ccc(OC(F)(F)F)cc1 (stereo not given),-1%,-8%,7%,i,-3,-2,-20%,-0.6
CSc1ccccc1N=CC1=C(O)CC(C)(C)CC1=O,1%,-8%[57.5 µM],3%,i,-2,?,-2%,-0.8
Cc1ccc(CNc2ccc3c(c2)ncn3C(C)C)cc1,-1%,i,4%,i,-8,-11,-2%,1.5
COC(=O)Nc1ccc2c(c1)N(C(=O)CCN(C)C)c1ccccc1CC2,1%,-15%,18%,i,3,0,12%,-1.7
CN(C)S(=O)(=O)c1cccc(C(=O)OCC(=O)Nc2sccc2C(N)=O)c1,0%,-45%[inhibitor],7%,i,3,5,-1%,-1.9
C=CCn1c(=N)n(CC(O)c2ccco2)c2ccccc21 (stereo not given),0%,-11%,7%,i,0,-9,-2%,-0.4
CCOC(=O)C1CCCN(S(=O)(=O)c2c(C(=O)N3CCCCC3)c(C)n(C)c2C)C1 (stereo not given),0%,i,-2%,i,-13,-1,-10%,-0.7
Cc1nn(Cc2ccccc2)c(Cl)c1C(=O)NCc1ccco1,0%,-18%,6%,i,-8,4,-1%,-3.4
CCCNc1c(NS(=O)(=O)c2ccc(C3CCCCC3)cc2)c(=O)oc2ccccc12,1%,-24%,9%,i,5,-2,16%,0.5
O=C(c1ccco1)N1N=C(c2cccs2)CC1c1ccco1 (stereo not given),-1%,i,4%,i,4,0,3%,0.0
Cc1cccc(NC(=O)CNC(=O)COc2cc(F)ccc2[N+](=O)[O-])c1C,0%,-7%,7%,i,6,1,-6%,-0.1
CCN(CC)C(=O)C(C)N(C#N)c1nc(SC)nc(N(C)C)n1 (stereo not given),-2%,-4%[57.5 µM],5%,i,-7,-14,-2%,-1.5
CCc1ccc(C(=O)NC(C(=O)O)C(C)C)cc1 (stereo not given),2%,i,12%,/,-6,-21,4%,-1.2
CC(C(=O)Nc1ccc2c(c1)OCO2)N(C)CC(=O)Nc1ccc(Cl)cc1 (stereo not given),/,i,3%,i,-12,?,-3%,-2.6
COc1ccc(-n2nc3c(c2NC(=O)c2ccco2)CS(=O)(=O)C3)cc1,1%,i,6%,i,3,1,6%,-1.3
COc1ccc(CCN=C(N)NS(=O)(=O)c2ccccc2)cc1OC,2%,i,8%,i,2,4,19%,-1.7
CCC(=O)c1ccccc1OCCCN1CCC(Cc2ccccc2)CC1,0%,-31%[inhibitor],2%,i,-25,-102*,6%,0.3
COc1cccc(CNC(=O)COc2cccc3c2OC(C)(C)C3)c1,-2%,-94%[inhibitor],-2%,i,4,0,-20%,-0.1
COc1ccc(N2Cc3ccccc3C2)cc1Cl,-1%,-22%,9%,i,-6,-22,-8%,-2.4
CN1CCCC(OC(=O)c2cccc(S(=O)(=O)N3CCCCCC3)c2)C1 (stereo not given),1%,i,-2%,i,-22,-7,5%,-1.0
CCC(CC)C(=O)Nc1nnc(S(=O)(=O)Nc2ccc(OC)cc2)s1,-1%,i,2%,i,-4,0,12%,-1.9
CN(C)c1cccc(C(=O)NCc2ccccc2Cl)c1,-2%,-12%,8%,i,-13,-21,-7%,-2.4
Cc1ccc(S(=O)(=O)[N-]c2nc3ccccc3nc2-[n+]2cc(C)cc(C)c2)cc1,0%,i,6%,i,0,8,3%,-0.5
CSc1ccccc1NC(=O)c1ccc2c(c1)CCN2S(C)(=O)=O,0%,i,-3%,i,7,3,-8%,0.2
CC(C)C[C@H]1CN(CCCC[C@H]2CNC(=O)C(=O)N2CC2CCCCC2)C(=O)C(=O)N1Cc1ccccc1,/,-12%,7%,i,-8,0,4%,-2.2
O=C(c1cccs1)c1ccc(-c2cccs2)s1,-25%,-17%[57.5 µM],16%,i,-9,?,-5%,-1.8
CCOc1ccc(CCN2C(=O)C3C4C=CC(C4)C3C2=O)cc1OCC (stereo not given),4%,15%,18%,i,-4,2,-4%,-2.5

# One compound at a time (already shown). Screens in order: MmCpn inh, PTHR1 ag, EPAC2 ag, pAkt inh, D3 ag, D3 antag, EPAC2 antagonist, CCT chaperon mod
# CCOC(=O)c1ccc(NC(=S)NC(=O)C2CCCC2)cc1 reads 1%, -15%, 0%, i, -1, 9, -16%, 0.0
# O=C(Cc1c(F)cccc1Cl)N1CCN(S(=O)(=O)c2cccc(F)c2)CC1 reads 1%, i, -6%, i, 3, 13, -12%, -0.5

# An excerpt, so the mix of outcomes need not match the whole.
